Screens from PubChem.
Lipid storage S3: qHTS Assay for Lipid Storage Modulators in Drosophila S3 Cells. lipid storage change, negative = inhibition, % at the top dose, mostly 46.1 µM; hits show Potency in µM. Drosophila S3 cells, BODIPY lipid droplet fluorescence, 18-24 h; cells fed with added oleic acid. AID 2685. 0.64% of 320,000 active; active = well fitted inhibition curve with a large enough effect in the signal ratio, with a control signal flat, not every such curve was filed as active; inconclusive = small, poorly fitted or top-dose-only effect, or effect the other way, or a change in a side signal; the % refers to the signal ratio
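Drosophila S3 cells got compounds at several concentrations plus oleic acid (400 uM solution). Laser-scanning cytometry with 488 nm excitation read lipid droplets at 500-530 nm and cells at 575-640 nm. Percent activity was relative to 20 uM Triacsin C.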
Lipid storage S3 cell count max: also measured in Lipid storage S3; calls as there; cell number change, %; measured here: cell count max response;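 cells counted by Cell Tracker Red CMTPX staining in the red channel; peak over a dose series mostly up to 46.1 µM; percent activity relative to internal control wells on each plate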
Starred values were filed as active, the others as inactive; [ ] = remark or other dose. % is scaled to controls: 0 for no effect and ±100 for the full control effect; potency is read from the fitted curve at half-maximal effect. An excerpt; rates above refer to the full screens.

Start of the listing, in advance (two entries):
For Cc1ccc(C)c(NC(=S)NNC(=O)c2sccc2C)c1 the results were Lipid storage S3 inconclusive.
`CCCC[C@]12Cc3cc(C#N)ccc3C(O1)c1c(cc(C)n(Cc3ccccc3)c1=O)O2` gave Lipid storage S3 inactive[9.22 µM].

Results, from the start:
For Cc1ccc(C)c(NC(=S)NNC(=O)c2sccc2C)c1 the results were Lipid storage S3 inconclusive.
`CCCC[C@]12Cc3cc(C#N)ccc3C(O1)c1c(cc(C)n(Cc3ccccc3)c1=O)O2` gave Lipid storage S3 inactive[9.22 µM].
For O=C(Nc1ccc(Cl)cc1)NC1(C(=O)NCCCN2CCOCC2)CCCCC1 the results were Lipid storage S3 inactive and Lipid storage S3 cell count max -7.
`COC(=O)/C=C1\SC(N)=NC1=O` gave Lipid storage S3 inconclusive.
Screening O=C(O)CCC(=O)NNC(=O)CCCOc1ccc(Cl)cc1Cl returned Lipid storage S3 inconclusive.
COc1cc2[nH]c(Cl)c([N+](=O)[O-])c2cc1OC was read as Lipid storage S3 -11% and Lipid storage S3 cell count max -3.
Screening O=S(=O)(NCC(c1cccs1)N1CCc2ccccc2C1)c1ccccc1 (stereo not given) returned Lipid storage S3 -15%[0.0737 µM] and Lipid storage S3 cell count max 2.
For CCOC(=O)C1=C(C)Nc2nc(C)nn2C1c1ccc(OCC)c(OC)c1 (stereo not given) the results were Lipid storage S3 -3% and Lipid storage S3 cell count max 0.
For CC(C(=O)O)n1cnc2sc3c(c2c1=O)CCCC3 (stereo not given) the results were Lipid storage S3 inconclusive.
For O=C(c1cc(COc2c(F)cccc2F)on1)N1CCC(c2ccccc2Cl)C1 (stereo not given) the results were Lipid storage S3 4% and Lipid storage S3 cell count max 15.
For CCCOc1ccc(/C=N/Nc2ccccn2)cc1OC the results were Lipid storage S3 inconclusive.
Screening COc1ccc(Cl)cc1S(=O)(=O)N1CCC(C(=O)NCC2CCCO2)CC1 (stereo not given) returned Lipid storage S3 inactive and Lipid storage S3 cell count max 6.
`S=C(c1ccc(-c2ccccc2)o1)N1CCCCC1` gave Lipid storage S3 inconclusive.
For Cc1ccc(Cn2c(=O)c3c(ncn3C)n(C)c2=O)cc1 the results were Lipid storage S3 17% and Lipid storage S3 cell count max 8.
`O=C(NC1CCC(O)CC1)c1cc(-c2ccco2)nc2ccccc12` (stereo not given) gave Lipid storage S3 inconclusive.
O=C(CCNC(=O)c1ccco1)NCCN1C(=O)S/C(=C\c2ccc(F)cc2)C1=O was read as Lipid storage S3 inconclusive.
COc1cc(/C=C2\C(=O)NN(c3ccc(C)cc3)C2=O)cc([N+](=O)[O-])c1O was read as Lipid storage S3 inconclusive.
Screening CN1CCC(=NNC(=O)CN(c2ccc(Oc3ccccc3)cc2)S(C)(=O)=O)CC1 returned Lipid storage S3 13% and Lipid storage S3 cell count max 14.
For CCCCCCCNC(=O)C1(CC2CC(c3cccc(Br)c3)=NO2)CCN(C(=O)c2ccccc2)CC1 (stereo not given) the results were Lipid storage S3 inconclusive.
For Cc1ccc(C2(CCNCc3ccc(N(C)C)cc3)CCOC(C(C)C)C2)cc1 (stereo not given) the results were Lipid storage S3 inconclusive.
Screening COCCC(=O)Nc1ccc2c(c1)CN(C(=O)c1ccc(CSC)o1)CC2 returned Lipid storage S3 inactive and Lipid storage S3 cell count max 7.
For Cc1ccc(C(=O)NC(=O)CSc2nnc(C)s2)cc1 the results were Lipid storage S3 4%.
`COC(=O)c1[nH]c2ccc(C)cc2c1NS(=O)(=O)c1ccc(F)cc1` gave Lipid storage S3 -8% and Lipid storage S3 cell count max -24.
Screening Cc1ccc(NC(=O)c2cc(=O)n(Cc3ccccc3)c(=O)[nH]2)cc1C returned Lipid storage S3 6% and Lipid storage S3 cell count max 19.
COc1ccc(NC(=O)c2cccn(CC=C(C)C)c2=O)cc1 was read as Lipid storage S3 inconclusive.
CCCN(CCC)C(=O)CC(c1ccccc1)C1CCOC(C)(C)C1 (stereo not given) was read as Lipid storage S3 12% and Lipid storage S3 cell count max 8.
`CCCCN(CCCC)CC(O)Cn1c2ccccc2c(=O)c2ccccc21` (stereo not given) gave Lipid storage S3 inconclusive.
Screening O=C1[C@H]2[C@@H](c3ccc(Cl)cc3)N3C(=O)N(c4cccc(Br)c4)C(=O)[C@@]3(Cc3ccc(Cl)cc3)[C@H]2C(=O)N1C1CCCCC1 returned Lipid storage S3 inconclusive.
O=C(O)c1ccccc1SCC(=O)N1CCc2ccccc21 was read as Lipid storage S3 inconclusive.
`CCN(CC)CCNC(=O)c1ccc(NC(=O)c2ccc(F)cc2F)cc1` gave Lipid storage S3 0% and Lipid storage S3 cell count max 1.

4 entries out of the list, arranged by molar mass, descending:
For CCCCCCCNC(=O)C1(CC2CC(c3cccc(Br)c3)=NO2)CCN(C(=O)c2ccccc2)CC1 (stereo not given) the results were Lipid storage S3 inconclusive.
COc1cc(/C=C2\C(=O)NN(c3ccc(C)cc3)C2=O)cc([N+](=O)[O-])c1O was read as Lipid storage S3 inconclusive.
`COC(=O)c1[nH]c2ccc(C)cc2c1NS(=O)(=O)c1ccc(F)cc1` gave Lipid storage S3 -8% and Lipid storage S3 cell count max -24.
O=C(O)c1ccccc1SCC(=O)N1CCc2ccccc21 was read as Lipid storage S3 inconclusive.

A stretch from the list above, for reference:
Screening CN1CCC(=NNC(=O)CN(c2ccc(Oc3ccccc3)cc2)S(C)(=O)=O)CC1 returned Lipid storage S3 13% and Lipid storage S3 cell count max 14.
For CCCCCCCNC(=O)C1(CC2CC(c3cccc(Br)c3)=NO2)CCN(C(=O)c2ccccc2)CC1 (stereo not given) the results were Lipid storage S3 inconclusive.
For Cc1ccc(C2(CCNCc3ccc(N(C)C)cc3)CCOC(C(C)C)C2)cc1 (stereo not given) the results were Lipid storage S3 inconclusive.
Screening COCCC(=O)Nc1ccc2c(c1)CN(C(=O)c1ccc(CSC)o1)CC2 returned Lipid storage S3 inactive and Lipid storage S3 cell count max 7.
For Cc1ccc(C(=O)NC(=O)CSc2nnc(C)s2)cc1 the results were Lipid storage S3 4%.
`COC(=O)c1[nH]c2ccc(C)cc2c1NS(=O)(=O)c1ccc(F)cc1` gave Lipid storage S3 -8% and Lipid storage S3 cell count max -24.

(further entries)
For COc1ccc(CNS(=O)(=O)c2ccc3c(c2)CCN3C(=O)C2CC2)cc1 the results were Lipid storage S3 -9% and Lipid storage S3 cell count max -23.
For COc1ccccc1-c1nnc(NC(=O)c2ccc(S(=O)(=O)N(C)C)cc2)o1 the results were Lipid storage S3 -11% and Lipid storage S3 cell count max 15.
Screening Cc1ccc(C(=O)C[n+]2ccc(-c3nnc4n3CCC4)cc2)cc1 returned Lipid storage S3 inconclusive.
`CCC1CCC2(CC1)SCC(=O)N2c1ccccc1` (stereo not given) gave Lipid storage S3 -5% and Lipid storage S3 cell count max -12.
c1ccc(-c2csc3ncnc(N4CCc5ccccc5C4)c23)cc1 was read as Lipid storage S3 6% and Lipid storage S3 cell count max 11.
`CC(=O)Nc1cc(C(=O)OCC(=O)c2ccc(C)cc2)ccc1C` gave Lipid storage S3 inconclusive.
For CCOC(=O)c1ccc(NC(=O)C2CCN(S(=O)(=O)CC)CC2)cc1 the results were Lipid storage S3 7% and Lipid storage S3 cell count max -17.
Screening O=C(On1c(-c2ccccc2)nc2ccccc2c1=O)c1ccco1 returned Lipid storage S3 inconclusive.
CC(C)n1c(SCC(=O)N2CCN(C(=O)c3ccco3)CC2)nc2c1c(=O)n(C)c(=O)n2C was read as Lipid storage S3 inconclusive.
O=C(COC(=O)c1ccc([N+](=O)[O-])s1)Nc1ccccc1 was read as Lipid storage S3 -10% and Lipid storage S3 cell count max -5.
For COCCn1nnnc1C(c1ccccc1OC)N1CCN(C(=O)c2ccco2)CC1 (stereo not given) the results were Lipid storage S3 inconclusive.
For CCOC(=O)N1CCN(C(=O)CN2C(=O)CC(C)(C)S(=O)(=O)c3ccccc32)CC1 the results were Lipid storage S3 inconclusive.
O=C(NCc1ccccc1)C1CCCN(c2cnccn2)C1 (stereo not given) was read as Lipid storage S3 inconclusive.
Screening CC(=O)NCCNC(=O)c1oc2ccccc2c1CSc1ncn[nH]1 returned Lipid storage S3 -4% and Lipid storage S3 cell count max 3.
Screening CC[C@@H](C)C(NC(=O)OC(C)(C)C)c1cn([C@@H](Cc2cc3ccccc3[nH]2)C(=O)N2CCN(C(=O)OC(C)(C)C)CC2)nn1 (stereo not given in full) returned Lipid storage S3 inconclusive.
Screening COC(=O)C1(S(=O)(=O)C2(C(=O)OC)CCCC2)CCCC1 returned Lipid storage S3 -20% and Lipid storage S3 cell count max -1.
`CCC(C)[C@H](NC(=O)N1CCN(C)CC1)C(=O)OC` (stereo not given in full) gave Lipid storage S3 -20% and Lipid storage S3 cell count max -14.
CC(CCc1ccco1)NC(=O)CCc1nnc2ccc(NCc3ccccc3)nn12 (stereo not given) was read as Lipid storage S3 inconclusive.
Screening O=C(c1ccc2snnc2c1)N1CCSCC1 returned Lipid storage S3 inconclusive.
`COCCCNC(=S)N1CCN(S(=O)(=O)c2ccc(OC)cc2)CC1` gave Lipid storage S3 inconclusive.
`O=C(O)C1CCN(c2nc(-c3ccccc3)c3cc(Br)ccc3n2)CC1` gave Lipid storage S3 -7%.
Cc1ccccc1CN(C)C(=O)COC(=O)CSc1ccc([N+](=O)[O-])cc1 was read as Lipid storage S3 inconclusive.
Screening Cc1cc(NC(=O)CN2CCC(n3nnc4cc(C(F)(F)F)ccc43)CC2)no1 returned Lipid storage S3 inconclusive.
Cc1nc2sc(C(=O)O)c(N)c2c2c1COC(C)(C)C2 was read as Lipid storage S3 10% and Lipid storage S3 cell count max 0.
For CCCC(=O)Nc1cccc(C(=O)Nc2ccccc2OCC)c1 the results were Lipid storage S3 inconclusive.
`COC(=O)C1=CN(c2ccc(F)cc2)C=C(C(=O)OC)C1c1cccc([N+](=O)[O-])c1` gave Lipid storage S3 -2% and Lipid storage S3 cell count max 21.
`Cn1c(=O)oc2cc(S(=O)(=O)NC3CCCCCCC3)ccc21` gave Lipid storage S3 21% and Lipid storage S3 cell count max -8.
Screening Cc1cccc(C)c1N(CC(=O)NCc1ccc(F)cc1)C(=O)c1csnn1 returned Lipid storage S3 inconclusive.
For O=S(=O)(c1ccc(Br)cc1)N1CCN=C1SCc1cccnc1 the results were Lipid storage S3 -2% and Lipid storage S3 cell count max 1.
`COc1ccccc1C(N)=S` gave Lipid storage S3 inconclusive.
Screening Cc1cccc(NC(=O)C23CCC(C)(/C(=N/O)C2)C3(C)C)c1 (stereo not given) returned Lipid storage S3 inconclusive.
CCOc1ccc(-n2c(N)c(C(=O)NCC3CCCO3)sc2=S)cc1 (stereo not given) was read as Lipid storage S3 inconclusive.
CCOC(=O)c1sc(=NC(=O)/C=C/c2ccccc2)n(C)c1C was read as Lipid storage S3 inconclusive.
CC(NC(=O)Cc1ccccc1)C(=O)O (stereo not given) was read as Lipid storage S3 inconclusive.
Screening Cc1c(C(=O)NCC2CCCO2)cccc1[N+](=O)[O-] (stereo not given) returned Lipid storage S3 inconclusive.
Cc1ccc2c(c1)C(c1ccccc1)N(C(=O)c1ccc(Br)cc1)CC(=O)N2 (stereo not given) was read as Lipid storage S3 inconclusive.
For CC1(C)N([O-])C2=C(CCCC2)[N+]1=O the results were Lipid storage S3 inconclusive.
Cc1cccc(NC(=O)c2cc3c(=O)n4ccccc4nc3n(CC(C)C)c2=N)c1 was read as Lipid storage S3 5% and Lipid storage S3 cell count max 2.
Screening CC(=O)Nc1ccc(NCc2ccc(C)s2)cc1 returned Lipid storage S3 inconclusive.
Screening O=C(CN(C(=O)Cn1nnc(-c2ccccc2F)n1)c1cccc2c1CCCC2)NCc1ccccc1 returned Lipid storage S3 inactive.
For OCCCNc1cc(-c2ccnc(Nc3cccc(Cl)c3)n2)ccn1 the results were Lipid storage S3 6.5µM* and Lipid storage S3 cell count max -20*.
For COc1cc(C(CC(=O)N2CCN(c3ccccc3)CC2)c2c(OC)cc(OC)c3ccc(=O)oc23)cc(OC)c1OC (stereo not given) the results were Lipid storage S3 16% and Lipid storage S3 cell count max 7.
For NC(=O)CSc1nnc(COc2ccccc2)n1C1CCCCC1 the results were Lipid storage S3 inconclusive.
Screening CC1(C)Cc2c(c(-c3ccccc3)nc3sc4c(=O)[nH]c(=S)[nH]c4c23)CO1 returned Lipid storage S3 inactive.
CCCCCn1c(C(Cc2ccccc2)NC(C)=O)nc2ccccc21 (stereo not given) was read as Lipid storage S3 inactive.
For Cc1ccc(C(=O)Nc2c(C)n(C)n(-c3ccccc3)c2=O)cc1 the results were Lipid storage S3 -8% and Lipid storage S3 cell count max 1.
For COc1ccc(N2CCN(C(c3ccc4ncccc4c3)c3nnnn3C(C)C)CC2)cc1 (stereo not given) the results were Lipid storage S3 -1% and Lipid storage S3 cell count max 3.
Screening O=C(NCc1cccnc1)C1CCCCN1S(=O)(=O)c1ccc(F)cc1 (stereo not given) returned Lipid storage S3 inconclusive.
`COc1ccc(NC(=O)CSCC(=O)Nc2ccccc2N2CCCCC2)cc1` gave Lipid storage S3 inconclusive.
Screening Cc1ccc(NC(=O)C2CCCN(S(=O)(=O)c3cnc[nH]3)C2)c(Br)c1 (stereo not given) returned Lipid storage S3 inconclusive.
`CCC(C)NC(=O)Cn1c(-c2ccccc2)cc(C(C)=O)c1C` (stereo not given) gave Lipid storage S3 -3% and Lipid storage S3 cell count max 11.
CCN(CC)C(=O)CN1C(=O)c2cccc3cccc(c23)C1=O was read as Lipid storage S3 inactive.
`Cc1ccc(C)c(-n2c(CNC(=O)c3ccco3)nnc2SCC(=O)Nc2nnc(C)s2)c1` gave Lipid storage S3 inconclusive.
CC(=O)NC1C(OCc2ccccc2)OC(COC(C)=O)C(OC(C)=O)C1OC(C)=O (stereo not given) was read as Lipid storage S3 -2% and Lipid storage S3 cell count max 6.
`CC(C)Oc1ccc(C(=O)O)c(C(=O)O)c1` gave Lipid storage S3 16% and Lipid storage S3 cell count max -14.
